# From PubChem
# hIAP inh: blocks human intestinal alkaline phosphatase. P09923. purified IAP, CDP-Star luminescence, 30 min. inhibition, % at 10 µM. 0.12% of 330,000 active. AID 2544;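 active = inhibition reaching a set limit with compound at 10 µM in the primary screen, cut at about 35% in these data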;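 note: plate controls were DMSO wells with enzyme for no effect and no-enzyme buffer wells for full effect; values of inactives mirror those of a sister screen read the other way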
# Target sequence (P09923 whole entry, looked up): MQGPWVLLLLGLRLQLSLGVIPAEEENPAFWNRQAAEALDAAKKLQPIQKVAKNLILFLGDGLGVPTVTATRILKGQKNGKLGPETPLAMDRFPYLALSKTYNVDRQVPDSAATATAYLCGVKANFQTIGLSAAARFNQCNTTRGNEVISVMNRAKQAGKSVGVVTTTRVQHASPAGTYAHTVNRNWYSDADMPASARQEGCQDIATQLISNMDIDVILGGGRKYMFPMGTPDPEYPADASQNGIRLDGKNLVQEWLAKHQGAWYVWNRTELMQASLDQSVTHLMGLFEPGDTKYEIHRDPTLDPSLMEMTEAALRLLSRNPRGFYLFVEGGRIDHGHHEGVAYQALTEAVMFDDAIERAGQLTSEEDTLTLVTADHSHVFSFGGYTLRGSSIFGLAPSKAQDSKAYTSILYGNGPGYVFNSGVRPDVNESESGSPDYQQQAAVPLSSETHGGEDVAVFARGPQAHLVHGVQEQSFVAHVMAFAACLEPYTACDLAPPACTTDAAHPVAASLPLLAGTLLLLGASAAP
# MIN6 prolif: MIN6 beta-cell proliferation induction; MIN6 cells proliferation, ATPlite luminescence, 48 h; cells starved in 0.2% serum; 100% = growth in 10% serum; proliferation, % at 10 µM; 0.29% of 330,000 active;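 active = compounds whose signal lies at least 3.5 SD above the mean of all wells on their plate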;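 note: 0% = DMSO-treated cells in low-serum medium and 100% = 10% serum control; some compounds called inactive have numbers as strong as hits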
# A3A deaminase: inhibitors of human APOBEC3A DNA deaminase; P31941; recombinant A3A, FAM/TAMRA ssDNA deamination fluorescence; inhibition, % at 20 µM; 0.41% of 330,000 active;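 active = at least 40% inhibition at 20 µM here, with at most 30% in a related deaminase screen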;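 note: plate controls were A3A with DMSO for no effect and wells lacking A3A enzyme for full effect; some results filed as inactive read as strong as hits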
# Target sequence (P31941 whole entry, looked up): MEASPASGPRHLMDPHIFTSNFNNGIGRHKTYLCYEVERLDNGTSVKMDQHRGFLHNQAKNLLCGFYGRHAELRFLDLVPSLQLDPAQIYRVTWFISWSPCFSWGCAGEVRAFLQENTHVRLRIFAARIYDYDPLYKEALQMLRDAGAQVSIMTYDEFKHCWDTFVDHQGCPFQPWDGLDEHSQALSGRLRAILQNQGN
# APOBEC3G inh: APOBEC3G (human) deaminase inhibition; Q9HC16; recombinant A3G, ssDNA deamination FAM/TAMRA fluorescence; inhibition, % at 20 µM; 0.28% of 330,000 active;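 active = inhibition of at least 40% at 20 µM, with no more than 30% in the related APOBEC3A deaminase screen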;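 note: plate controls were DMSO wells with A3G for no effect and wells lacking A3G enzyme for full effect; some compounds called inactive have numbers as strong as hits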
# Target sequence (Q9HC16 whole entry, looked up): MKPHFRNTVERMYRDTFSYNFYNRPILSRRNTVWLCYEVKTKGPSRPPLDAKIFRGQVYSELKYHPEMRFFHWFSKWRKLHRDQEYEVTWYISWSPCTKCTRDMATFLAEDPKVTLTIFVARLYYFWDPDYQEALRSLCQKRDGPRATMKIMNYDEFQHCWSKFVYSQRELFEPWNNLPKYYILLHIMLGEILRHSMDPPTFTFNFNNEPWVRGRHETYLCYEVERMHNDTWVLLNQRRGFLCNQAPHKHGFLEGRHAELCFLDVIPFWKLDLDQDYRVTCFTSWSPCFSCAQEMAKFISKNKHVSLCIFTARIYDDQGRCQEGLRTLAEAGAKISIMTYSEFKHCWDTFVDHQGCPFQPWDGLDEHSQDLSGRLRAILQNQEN
# hIAP activ: increases human intestinal alkaline phosphatase activity | P09923 | purified human IAP, CDP-Star luminescence, 30 min; hits give high values; 1 = vehicle-only enzyme, 0 = enzyme-free background | activation factor at 10 µM | 0.16% of 330,000 active | AID 2524;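 active = activation factor of the enzyme at least 2-fold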; note: the source names both 10 and 20 µM as test concentration; values of inactives mirror those of a sister screen read the other way
# mIAP inh: mouse IAP inhibition | purified mouse IAP, CDP-Star luminescence, 30 min | inhibition, % at 10 µM | 0.2% of 330,000 active | AID 2806;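 active = inhibition of at least 40% at 10 µM in the primary screen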;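 note: plate controls were DMSO with enzyme for no effect and no enzyme wells for full effect; values of inactives mirror those of a sister screen read the other way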
# NR3A LBD binder: modulates the human NR3A ligand-binding domain; NR3A LBD differential scanning fluorimetry, Tm shift; 0% = protein alone, 100% = glycine-bound protein; Tm shift relative to glycine control, % at 25 µM; 2.5% of 340,000 active; AID 1259313;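 active = melting temperature shift of at least 10% of the positive control shift, at one fixed dose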
# mIAP activ: mouse IAP activation; muIAP, CDP-Star luminescence, 30 min; hits give high values; 1 = vehicle-only enzyme signal, 0 = enzyme-free wells; activation factor at 10 µM; 0.24% of 330,000 active;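 active = activation factor of at least 2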; note: the source names both 10 and 20 µM as test concentration; values of inactives mirror those of a sister screen read the other way
#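 System: Mouse IAP enzyme | Also added: CDP-Star substrate | Dosing: Compounds dispensed in DMSO | Schedule: 30 min enzyme-substrate-compound incubation at room temperature | Technique: Chemiluminescence readout | Control set: DMSO-only wells and no-enzyme negative control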
# MPTP inh: inhibitors of mitochondrial permeability transition pore. isolated mouse mitochondria, Ca2+ swelling absorbance, 30 min. inhibition, % at 10 µM. 1.4% of 360,000 active;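 active = inhibition of 50% or more, scaled per plate between neutral and stimulator controls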;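 note: 0% = DMSO wells given calcium and 100% = 1 mM EGTA wells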
# * = called active by the depositor; / = not tested or not shown; & = joins results of further samples. An unsorted share of the library. About 5% of those tested had a hit in this group.
SMILES,hIAP inh,MIN6 prolif,A3A deaminase,APOBEC3G inh,hIAP activ,mIAP inh,NR3A LBD binder,mIAP activ,MPTP inh
NC(=O)CSc1nc2cc3c(cc2c(=O)n1CCCC(=O)NCc1ccc2c(c1)OCO2)OCO3,12,3,-3,-2,0.88,0,2,1,1.5
O=C1C=C(NC2CCCC2)CC(c2ccccc2)C1 (stereo not given),2,-2,-1,0,0.98,-3,-2,1,-1.8
CSc1nc2sc3c(c2c(=S)[nH]1)CC(C)(C)OC3,8,-5,0,0,0.93,-4,/,1,-1.4
COc1ccc2c(C)c(C(=O)O)oc2c1,-5,0,-4,-4,1,3,0,0.97,-1.4
COc1cccc(Nc2ccc(N3CCCCC3)cc2)c1OC,2,-7,-2,0,0.98,8,-1,0.92,1.9
O=C(c1cnn2c(C(F)F)cc(C3CC3)nc12)N1CCCC1,9,-3,3,2,0.91,-8,2,1.1,-2.3
O=C(c1ccc(OC2CCN(CCc3ccccc3)CC2)cc1)N1CCCC(CCCO)C1 (stereo not given),-12,0,-5,-7,1.1,-3,1,1,-0.6
COc1ccc(S(=O)(=O)N2CCCC(C(=O)NCc3ccc(F)cc3)C2)cc1 (stereo not given),11,-2,1,-2,0.89,-10,1,1.1,-1.8
Cc1ccnc(NC(=O)c2cc3cc(F)ccc3s2)c1,-15,-3,-6,-9,1.1,-9,6,1.1,0.2
CCN(C(=O)CSc1nc2cc(C(F)(F)F)ccc2n1Cc1ccccc1)C1CCS(=O)(=O)C1 (stereo not given),-4,-1,0,-5,1,4,-3,0.96,3.2
O=C(COC(=O)C1CC(=O)N(c2nc(-c3ccccc3)cs2)C1)c1ccccc1 (stereo not given),17,-1,-5,-8,0.83,1,-2,0.99,-0.1
O=C(Cn1nc(-c2ccccc2)c2ccccc2c1=O)Nc1cccc(O)c1,-5,0,-1,-6,1.1,-5,-6,1.1,0.4
CC(C)(C)Nc1c2ccccc2nc2ccccc12,12,-3,1,4,0.88,-5,-6,1,1.8
CCC(C)[C@H](NC(=O)NC1CCN(Cc2ccccc2)CC1)C(=O)OC (stereo not given in full),-7,0,-1,-4,1.1,-1,-1,1,-2.9
COc1ccccc1-c1coc2c(CN3CCOCC3)c(O)ccc2c1=O,-16,-2,1,-3,1.2,-8,1,1.1,0.0

# 5 structures from above, arranged by count of non-hydrogen atoms, low to high.
SMILES,hIAP inh,MIN6 prolif,A3A deaminase,APOBEC3G inh,hIAP activ,mIAP inh,NR3A LBD binder,mIAP activ,MPTP inh
CC(C)(C)Nc1c2ccccc2nc2ccccc12,12,-3,1,4,0.88,-5,-6,1,1.8
Cc1ccnc(NC(=O)c2cc3cc(F)ccc3s2)c1,-15,-3,-6,-9,1.1,-9,6,1.1,0.2
CCC(C)[C@H](NC(=O)NC1CCN(Cc2ccccc2)CC1)C(=O)OC (stereo not given in full),-7,0,-1,-4,1.1,-1,-1,1,-2.9
O=C(Cn1nc(-c2ccccc2)c2ccccc2c1=O)Nc1cccc(O)c1,-5,0,-1,-6,1.1,-5,-6,1.1,0.4
CCN(C(=O)CSc1nc2cc(C(F)(F)F)ccc2n1Cc1ccccc1)C1CCS(=O)(=O)C1 (stereo not given),-4,-1,0,-5,1,4,-3,0.96,3.2

# Other compounds follow.
SMILES,hIAP inh,MIN6 prolif,A3A deaminase,APOBEC3G inh,hIAP activ,mIAP inh,NR3A LBD binder,mIAP activ,MPTP inh
CCN(CC)S(=O)(=O)c1cccc(-c2n[nH]c(=S)n2/N=C/c2ccc(C(=O)OC)cc2)c1,-19,0,-3,-6,1.2,14,3,0.86,0.6
Cc1cccc(N(C(=O)Nc2ccccc2)C2=NCC(C)S2)c1 (stereo not given),-7,-4,2,-3,1.1,-11,-4,1.1,0.2
O=C(c1ccccc1)N1CCN(C2C3CC4CC(C3)CC2C4)CC1 (stereo not given),3,1,3,0,0.97,-4,0,1,-1.1
N#Cc1ccc(N2C(=O)[C@@H]3C(C(=O)c4ccc5ccccc5n4)=NN[C@@H]3C2=O)cc1,-7,0,0,-2,1.1,14,1,0.85,0.5
COc1ccccc1NC(=O)N1CCC(NC(=O)C(Cc2ccccc2F)NC(C)=O)CC1 (stereo not given),-2,-1,0,-1,1,-2,0,1,1.0
O=C([C@@H]1CC=C[C@@H]2CCN(C3CCCCC3)C(=O)[C@@H]21)N1CCN(c2ccccc2)CC1,3,-4,-3,-7,0.97,-4,-1,1,-1.6
CCOC(=O)C1(P(=O)(c2ccccc2)c2ccccc2)CCC1,-27,-1,2,3,1.3,-10,1,1.1,-7.3
COc1ccc2c(=O)c(Oc3ccc(C(=O)O)cc3)c(C(F)(F)F)oc2c1,-14,1,5,16,1.1,-9,-3,1.1,-4.7
Cc1ccc(NC(=O)COC(=O)C2COc3ccccc3O2)cc1 (stereo not given),-10,0,-3,-5,1.1,-2,2,1,-0.1
O=C(CCCN1C(=O)/C(=C/c2cccs2)SC1=S)Nc1ccccn1,10,6,-3,-6,0.9,14,-6,0.86,-1.6
COc1ccc(-n2c(Cc3cc(=O)[nH]c(=O)[nH]3)nnc2SCC(=O)N2CCCC2)cc1,16,-3,0,-3,0.84,5,6,0.95,-3.1
N#Cc1c2c(c(Nc3ccc(O)cc3)n3c1nc1ccccc13)CCC2,0,-1,4,3,1,21,-8,0.79,1.9
CNC(=O)C1CCN(C(=O)c2ccc(-c3ccccc3)cc2)CC1,-2,-2,6,-1,1,6,-1,0.94,-3.7
N#C/C(=C\c1cccc([N+](=O)[O-])c1)c1nnc2n1CCCCC2,-7,-1,-3,-9,1.1,12,1,0.88,0.9
CSCC[C@H](NC(=O)OC(C)(C)C)C(=O)NCC1CCC(C(=O)N[C@@H](Cc2ccccc2)C(=O)O)CC1 (stereo not given in full),-2,-4,-4,-9,1,4,2,0.95,-0.6
COc1cc(CNc2ccc(CNc3ncn[nH]3)cc2)cc(Cl)c1OCc1ccccc1,-21,-3,3,0,1.2,-3,-1,1,-0.1
CCC(C)C(=O)Nc1ncc2c(n1)CC(c1cccs1)CC2=O (stereo not given),-4,4,-1,2,1,-2,1,1,0.7
Cc1cccc(C)c1NC(=O)CNC(=O)CCNC(=O)c1ccco1,-3,-2,-2,-5,1,-10,0,1.1,0.2
CN1CCCCc2c1[nH]c1ccccc1c2=O,2,-3,0,-7,0.98,6,4,0.94,0.8
COCCOC(=O)C1=C(C)Nc2nc(C)nn2C1c1ccc(F)cc1 (stereo not given),-14,1,-2,-6,1.1,-3,-1&-1,1,1.0&0.1
O=C(/C=C/c1ccc(Cl)cc1)N1CCN(Cc2ccccc2)CC1,13,-3,2,0,0.87,5,0,0.95,-0.4
CC(C)(C)OC(=O)NCCc1nnc(SCc2ccc(Cl)cc2Cl)o1,3,-2,-3,-7,0.97,0,0,1,2.7
Cc1cc([N+](=O)[O-])nn1CC(=O)Nc1c(C)n(C)n(-c2ccccc2)c1=O,-16,6,2,-2,1.2,4,-1,0.96,0.7
O=C(CC1SC(=Nc2ccccc2)N(CCc2ccccn2)C1=O)Nc1ccc(F)cc1 (stereo not given),-28,-4,-6,-7,1.3,-11,-15,1.1,1.3
COC(=O)Cc1c(C)nc2nc(-c3ccc(Cl)cc3)[nH]n2c1=O,-14,-2,1,-4,1.1,-2,-1,1,-6.2
O=C(O)c1ccc(NS(=O)(=O)c2ccc(Cl)c(C(=O)Nc3ccccc3)c2)cc1,-34,-4,-6,2,1.3,-9,-2,1.1,-0.2
O=C(COC(=O)c1cccnc1Nc1ccccc1F)NC1CC1,-12,0,2,-1,1.1,-1,-2,1,-0.1
O=C(CSc1ccccc1)NCc1ccccn1,1,0,-2,-5,0.99,10,-3,0.9,0.4
COCCCn1c(SCC(=O)Nc2ccc3c(c2)OCCO3)nnc1-c1ccoc1C,-7,-1,-6,-10,1.1,-5,1,1,1.2
NC(=O)c1ccccc1NC(=O)NC1CCCCC1,-32,-1,-2,-9,1.3,-7,-1,1.1,0.2
CSCC(O)Cn1[nH]c(=O)c2cc(Cl)c(Cl)cc2c1=O (stereo not given),-1,2,-3,-10,1,-12,1,1.1,3.1
COc1ccc(NS(=O)(=O)c2cc(NC(=O)c3ccc(Cl)cc3)ccc2N2CCOCC2)cc1,-22,-6,-2,-3,1.2,6,-8,0.94,0.7
O=CN1CCCN(C(=O)CC2C(=O)NCCN2Cc2cccc(Oc3ccccc3)c2)CC1 (stereo not given),34,2,0,4,0.67,-1,2,1,-2.1
Cc1cc(OC(=O)c2cc(F)c(F)cc2Cl)nc(C)n1,-16,-5,-3,-11,1.2,-3,-1,1,0.8
CC(=O)Nc1ccc(S(=O)(=O)c2ccc(N)cc2)cc1N,4,2,-1,-4,0.96,2,-4,0.98,-2.1
O=C(Cn1cnc2ccccc21)NCc1ccccc1,10,0,0,-2,0.9,0,0,1,0.7
O=C(COC(=O)/C=C/c1cccs1)NC(=O)Cc1ccccc1,-8,2,-3,-7,1.1,11,-1,0.89,-0.7
CC(NC(=O)c1cc(-c2cccnc2)nc2ccc(Br)cc12)C1CCCO1 (stereo not given),-18,-3,-1,-5,1.2,7,2,0.93,0.2
O=S(=O)(c1ccc(F)cc1)N1CCN=C1SCc1cccc(F)c1,-5,-2,2,-1,1.1,2,2,0.98,-0.5
O=C(COc1ccccc1)N1CCN=C1c1ccccc1,1,1,3,2,0.99,0,2,1,-0.2
O=C(COC(=O)C1CCN(S(=O)(=O)c2cccs2)CC1)Nc1ccccc1Br,-5,1,-1,-1,1,-3,1,1,-0.2
CCOC(=O)N/N=C\C=C\c1ccc2c(c1)OCO2,1,0,1,-5,0.99,2,0,0.98,-0.5
CCOC(=O)COc1ccccc1/C=C1\NC(=O)NC1=O,-5,0,1,-2,1,4,-1,0.96,-1.5
Nc1ccc(Nc2ccccc2)c(Cl)c1,-18,-3,-3,-5,1.2,-8,-24,1.1,-0.4
O=C(CSc1nnc(C2COc3ccccc3O2)o1)N1CCCc2ccccc21 (stereo not given),19,4,3,2,0.81,-1,-4,1,2.4
COc1ccc(Br)cc1/C=N/n1nnnc1N,4,0,-3,-8,0.96,6,-2,0.94,0.1
COc1ccccc1C1=NOC(COc2ccc3c(C)cc(=O)oc3c2)C1 (stereo not given),-16,-4,-5,-8,1.2,-7,3,1.1,-0.1
CCOC(=O)COc1ccc(S(=O)(=O)NCc2cccnc2)cc1,-11,-4,-4,-6,1.1,0,-1,1,-0.2
O=C(O)Cn1c(=O)c2c3c(sc2n(Cc2ccccc2)c1=O)CCCC3,-2,-4,-5,-8,1,-3,2,1,-0.2
CCOC(=O)c1c(NC(=O)/C=C/C(=O)O)sc(C)c1-c1ccc(Cl)cc1,16,-6,0,-11,0.84,-5,-3,1,2.1
CC1CCN(c2ccc3nnc(CCC(=O)Nc4cccc(F)c4)n3n2)CC1,-28,4,-6,-6,1.3,1,-4,0.99,-0.4
Cc1ccccc1-c1nnc(SCC(=O)NC2CCS(=O)(=O)C2)n1C (stereo not given),11,-3,-5,-8,0.89,-5,2,1.1,-0.9
Cc1cc(C)n(C(=O)c2ccc([N+](=O)[O-])cc2N)n1,2,1,-3,-1,0.97,4,-1,0.96,-0.4
CC(=O)N1CCc2cc(S(=O)(=O)CCC(=O)NCCc3ccccc3)ccc21,3,-1,-1,-1,0.97,-3,3,1,-0.4
c1ccc(CNc2nc3ccccc3[nH]2)cc1,-28,-3,-4,-5,1.3,-5,1,1.1,0.4
O=C(C1CCN(S(=O)(=O)c2cccc3nsnc23)CC1)N1CCn2c1nc1ccccc12,-1,4,1,-1,1,7,3,0.93,-1.0
COc1ccccc1CN1C(=O)[C@@H]2Cc3c([nH]c4ccccc34)C(C)(C)N2C1=O,-6,-4,-4,-11,1.1,-3,-5,1,-0.7
